Screening data (PubChem BioAssay)
KB-V1 MDR tox: qHTS assay for MDR1-selective chemotherapeutics: Primary screen using the drug-selected MDR subline cells KB-V1; KB-V1 MDR cells viability, CellTiter-Glo, 72 h; Potency, µM (top dose mostly 46.1 µM), without a hit: at the top dose activity change, negative = cytotoxicity, actives largely listed as cytotoxic; 400,000 tested, 3.4% active; AID 1347076, 2019; further: on the % scale 0 is the no-effect control and ±100 the full control effect; nearly all actives have a fitted effect of over 60% in size
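KB-V1 MDR subline cells in DMEM (phenol-red free, 10% FBS) exposed to compounds in qHTS concentration series for 72 h at 37 degrees C. Viability read by CellTiter-Glo luminescence; concentration-effect curves fitted after normalization and correction.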
TDP-43 yeast inh: qHTS of TDP-43 Inhibitors; 410,000 tested, 1.8% active; AID 652104, 2013; Potency, µM (titrated, usually from 46.1 µM), for the others: top-dose growth rescue (activation), hits mostly activators; TDP-43 expressing yeast growth rescue, BacTiter-Glo, 24 h; further: % of control where 0% means no effect; nearly all actives have a fitted effect of over 50% in size
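Growth rescue of TDP-43-toxic yeast measured as ATP luminescence (BacTiter-Glo). Cells grown to mid-log in raffinose, induced in galactose at OD600=0.02, exposed to compound 24 hr at 30 deg C.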
KB-3-1 tox: qHTS assay for MDR1-selective chemotherapeutics: Primary screen using the parental adenocarcinoma cell KB-3-1 | KB-3-1 viability, CellTiter-Glo ATP luminescence, 72 h | Potency, µM (series often up to 46.1 µM), for the others: top-dose activity change, negative = cytotoxic, usual class: cytotoxic | 400,000 tested, 1.4% active; further: on the % scale 0 is the no-effect control and ±100 the full control effect; nearly all actives have a fitted effect of over 60% in size
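Screening of KB-3-1 cells (DMEM, 10% FBS, phenol-red free) ran from lowest to highest compound concentration; after 72 h at 37 °C viability was read luminescently and curves fitted.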
GLP1R inv ag: qHTS of GLP-1 Receptor Inverse Agonists (Inhibition Mode); Glucagon-like peptide 1 receptor (Homo sapiens), P43220; HEK293 GLP-1R CRE-luciferase, luminescence, 24 h; GLP-1R form is constitutively active; Potency, µM (doses to about 38.3 µM), for inactives: at the top dose activity change, negative = inhibition, hits mostly inhibitors; 410,000 tested, 1.6% active; AID 624417, 2012; further: on the % scale 0 is the no-effect control and ±100 the full control effect; nearly all actives have a fitted effect of over 55% in size
Target sequence (P43220 whole entry, looked up): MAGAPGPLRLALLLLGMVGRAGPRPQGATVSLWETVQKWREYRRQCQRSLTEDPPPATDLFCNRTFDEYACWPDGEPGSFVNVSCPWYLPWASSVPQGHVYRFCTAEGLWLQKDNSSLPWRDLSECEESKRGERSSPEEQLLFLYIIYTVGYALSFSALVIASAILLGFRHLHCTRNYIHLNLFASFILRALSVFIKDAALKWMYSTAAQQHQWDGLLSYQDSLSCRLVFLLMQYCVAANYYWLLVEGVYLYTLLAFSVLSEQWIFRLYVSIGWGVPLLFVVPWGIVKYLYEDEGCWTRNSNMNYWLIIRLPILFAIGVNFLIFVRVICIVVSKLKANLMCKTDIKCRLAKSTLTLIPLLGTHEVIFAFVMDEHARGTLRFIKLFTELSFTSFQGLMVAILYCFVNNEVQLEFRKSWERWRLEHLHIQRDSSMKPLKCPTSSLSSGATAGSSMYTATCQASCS
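Constitutively active GLP-1R drives a cAMP-responsive luciferase in stably transfected HEK293 cells; test compounds are added after overnight (12 h) attachment and left 24 hr, and signal loss in luminescence marks inhibition.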
HT1080 IDH1KD tx: qHTS for induction of synthetic lethality in tumor cells producing 2HG: qHTS for the HT-1080-IDH1KD cell line; HT-1080 IDH1 knockdown viability, ATP luminescence, 48 h; Potency, µM (titrated, usually from 46.1 µM), inactives show top-dose activity, negative = toxicity, hits mostly cytotoxic; 360,000 tested, 2% active; AID 686971, 2013;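 further: 0% = DMSO wells and -100% = cell-free medium wells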
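% activity derives from luminescence (CellTiter-Glo), normalised to DMSO and no-cell wells. HT-1080-IDH1KD cells, 750/well, had 48 h compound exposure at 37 °C.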
SW480 rerep: A quantitative high throughput screen for small molecules that induce DNA re-replication in SW480 colon adenocarcinoma cells. SW480 DNA re-replication, Hoechst DNA content imaging, 48 h. Potency, µM (series often up to 46.1 µM), inactives show at the highest dose re-replication activation, hits mostly activators. 340,000 tested, 1.8% active; further: % of control where 0% means no effect; nearly all actives have a fitted effect of over 55% in size
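SW480 cells exposed to compounds for 48 hr at 37 C, 5% CO2, then Hoechst-stained 40 min. Nuclear DNA content imaged by fluorescence scanning (405 nm excitation, 500-530 nm emission); re-replication scored as increased high-intensity nuclei.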
HT1080-NT tox: qHTS for induction of synthetic lethality in tumor cells producing 2HG: qHTS for the HT-1080-NT fibrosarcoma cell line; HT-1080-NT fibrosarcoma viability, CellTiter-Glo ATP luminescence, 48 h; Potency, µM (highest dose often 46.1 µM), without a hit: at the top dose activity, negative = less viability, usual class: cytotoxic; 360,000 tested, 1.6% active;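 further: NT is the 2HG producing partner of a matched IDH1 knockdown line; 0% = DMSO-treated cells and -100% = media-only wells without cells; nearly all actives have a fitted effect of over 55% in size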
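Viability of the 2HG-overproducing fibrosarcoma line after 48 hours of compound exposure at 37 degrees C was determined by luminescence with CellTiter-Glo, and concentration-effect curves were then fitted and categorized.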
HEK293 tox: qHTS of GLP-1 Receptor Inverse Agonists: Cytotox Screen. Potency, µM (highest dose often 38.3 µM), for inactives: at the top dose activity change, negative = inhibition, usual class: inhibitors. HEK293 cAMP-luciferase reporter cells, luminescence, 24 h. 410,000 tested, 0.13% active;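 further: loss of luciferase light is scored as toxicity; on the % scale 0 is the no-effect control and ±100 the full control effect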
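Cells in DMEM/10% Nu serum/1% pen-strep, 1536-well format. Pre-incubated 12 h, dosed with 23 nL compound, incubated a further 24 h. Luciferase detection, 12 min at room temp, luminescence.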
GLP1R ag: qHTS of GLP-1 Receptor Agonists; Glucagon-like peptide 1 receptor (Homo sapiens), P43220; HEK293 GLP-1R CRE-luciferase, luminescence, 4-6 h; cells express a hypersensitive GLP-1R form; Potency, µM (series often up to 45.6 µM), without a hit: at the top dose activation, most hits filed as activators; 380,000 tested, 0.007% active; AID 624172, 2012; further: % of control where 0% means no effect
An asterisk follows results filed as active. The call rests on the fitted dose curve; in most records, active means well fitted curve in the direction sought with a large enough effect; inconclusive means small, poorly fitted or top-dose-only effect, or another doubt; inactive means no such curve, though single readings can be large; an effect the other way counts as inactive or inconclusive. Potency means the concentration at half of the fitted maximal effect.

How did CCn1c(Cc2ccccc2)nnc1SCC(=O)NC1CC1 do in these assays?
KB-V1 MDR tox: 9%; TDP-43 yeast inh: 6%; KB-3-1 tox: -1%; GLP1R inv ag: 11%; HT1080 IDH1KD tx: 21%; SW480 rerep: -2%; HT1080-NT tox: 16%; HEK293 tox: -10%; GLP1R ag: -8%

Results for NC(=S)N/N=C/c1ccccc1O ?
KB-V1 MDR tox: -14%; TDP-43 yeast inh: 29%; KB-3-1 tox: -12%; GLP1R inv ag: inconclusive; HT1080 IDH1KD tx: 11%; SW480 rerep: -9%; HT1080-NT tox: 7%; HEK293 tox: inconclusive; GLP1R ag: -2%

How did CCc1cc(=O)[nH]c(SC/C=C/c2ccccc2)n1 do in these assays?
KB-V1 MDR tox: 8%; TDP-43 yeast inh: inconclusive; KB-3-1 tox: 0%; GLP1R inv ag: 19%; HT1080 IDH1KD tx: 4%; SW480 rerep: -17%; HT1080-NT tox: 0%; HEK293 tox: -1%; GLP1R ag: 10%

How did CSc1ccc(CN(C)C(=O)C(Cc2ccccc2)NC(=O)c2ccccc2)cc1 (configuration not stated) do in these assays?
KB-V1 MDR tox: inconclusive; TDP-43 yeast inh: inconclusive; KB-3-1 tox: -4%; GLP1R inv ag: inconclusive; HT1080 IDH1KD tx: -2%; SW480 rerep: 13%; HT1080-NT tox: -2%; HEK293 tox: inconclusive; GLP1R ag: -16%

How did COCC1CCN(Cc2c(C(=O)N3CCc4ccccc4C3)nc3ccc(Cl)cn23)C1 (configuration not stated) do in these assays?
KB-V1 MDR tox: -7%; TDP-43 yeast inh: 7%; KB-3-1 tox: 0%; GLP1R inv ag: -15%; HT1080 IDH1KD tx: 1%; SW480 rerep: 18%; HT1080-NT tox: -1%; HEK293 tox: 11%; GLP1R ag: 1%

Results for COC(=O)[C@]1(C)N[C@H](CN(C)S(=O)(=O)c2ccc(C(F)(F)F)cc2)[C@@H]2C(=O)N(C)C(=O)[C@@H]21 ?
KB-V1 MDR tox: -9%; TDP-43 yeast inh: -1%; KB-3-1 tox: 9%; GLP1R inv ag: 9%; HT1080 IDH1KD tx: 10%; SW480 rerep: 10%; HT1080-NT tox: 12%; HEK293 tox: -3%; GLP1R ag: -1%

What do the screens show for `CCOc1cc(CNc2ccc(N(C)C)cc2)cc(Br)c1OCC(=O)NC(C)(C)C`?
KB-V1 MDR tox: inconclusive; TDP-43 yeast inh: -14%; KB-3-1 tox: inconclusive; GLP1R inv ag: -25%; HT1080 IDH1KD tx: inconclusive; SW480 rerep: inconclusive; HT1080-NT tox: inconclusive; HEK293 tox: inconclusive; GLP1R ag: 6%

Results for COC(=O)c1cc(NC(=O)c2ccc(-c3ccc(Cl)cc3Cl)o2)cc(C(=O)OC)c1 ?
KB-V1 MDR tox: -4%; TDP-43 yeast inh: 16%; KB-3-1 tox: 12%; GLP1R inv ag: 1%; HEK293 tox: 0%

How did Cc1nc2ccccc2[nH]c1=O do in these assays?
KB-V1 MDR tox: -18%; TDP-43 yeast inh: -1%; KB-3-1 tox: 1%; GLP1R inv ag: 19%; HT1080 IDH1KD tx: -1%; SW480 rerep: -15%; HT1080-NT tox: 14%; HEK293 tox: 4%; GLP1R ag: 0%

How did C=CCNC(=S)Nc1ccccc1 do in these assays?
KB-V1 MDR tox: -9%; TDP-43 yeast inh: -10%; KB-3-1 tox: -9%; GLP1R inv ag: inconclusive; HT1080 IDH1KD tx: 10%; SW480 rerep: -6%; HT1080-NT tox: 0%; HEK293 tox: 4%; GLP1R ag: -2%

What do the screens show for `Cn1cc(/C=N/n2cnc3scc(-c4ccc(Cl)cc4)c3c2=O)c2ccccc21`?
KB-V1 MDR tox: inconclusive; TDP-43 yeast inh: -13%; KB-3-1 tox: inconclusive; GLP1R inv ag: -81%; HT1080 IDH1KD tx: 0.46µM*; SW480 rerep: 0.58µM*; HT1080-NT tox: inconclusive; HEK293 tox: -47%; GLP1R ag: 7%

How did CC(=O)Nc1ccc(NC(=O)COC(=O)c2c3c(nc4ccccc24)CCN(Cc2ccccc2)C3)cc1 do in these assays?
KB-V1 MDR tox: 13%; TDP-43 yeast inh: 5%; KB-3-1 tox: 0%; GLP1R inv ag: inconclusive; HT1080 IDH1KD tx: -15%; SW480 rerep: 13%; HT1080-NT tox: -17%; HEK293 tox: inconclusive; GLP1R ag: 2%

What do the screens show for `O=C(CNC(=O)c1ccc(Br)o1)Nc1cccc(-c2cnc3ccccc3n2)c1`?
KB-V1 MDR tox: 1%; TDP-43 yeast inh: 7%; KB-3-1 tox: -3%; GLP1R inv ag: 1%; HT1080 IDH1KD tx: inconclusive; SW480 rerep: -17%; HT1080-NT tox: inconclusive; HEK293 tox: -20%; GLP1R ag: 0%

Results for CN1CCN(C(=O)C2CCN(S(=O)(=O)c3cnc[nH]3)CC2)CC1 ?
KB-V1 MDR tox: 10%; TDP-43 yeast inh: -2%; KB-3-1 tox: 3%; GLP1R inv ag: 0%; HT1080 IDH1KD tx: 11%; SW480 rerep: 3%; HT1080-NT tox: 13%; HEK293 tox: -19%; GLP1R ag: -12%

How did COc1ccc(Nc2ncc(C(=O)N3CCN(Cc4ccccc4)CC3)c3ccccc23)cc1 do in these assays?
KB-V1 MDR tox: 0%; TDP-43 yeast inh: -36%; KB-3-1 tox: 0%; GLP1R inv ag: 0%; HT1080 IDH1KD tx: -13%; SW480 rerep: 18%; HT1080-NT tox: -1%; HEK293 tox: 2%; GLP1R ag: -18%

Fetched by compound from above:
Results for NC(=S)N/N=C/c1ccccc1O ?
KB-V1 MDR tox: -14%; TDP-43 yeast inh: 29%; KB-3-1 tox: -12%; GLP1R inv ag: inconclusive; HT1080 IDH1KD tx: 11%; SW480 rerep: -9%; HT1080-NT tox: 7%; HEK293 tox: inconclusive; GLP1R ag: -2%

How did COCC1CCN(Cc2c(C(=O)N3CCc4ccccc4C3)nc3ccc(Cl)cn23)C1 (configuration not stated) do in these assays?
KB-V1 MDR tox: -7%; TDP-43 yeast inh: 7%; KB-3-1 tox: 0%; GLP1R inv ag: -15%; HT1080 IDH1KD tx: 1%; SW480 rerep: 18%; HT1080-NT tox: -1%; HEK293 tox: 11%; GLP1R ag: 1%

How did C=CCNC(=S)Nc1ccccc1 do in these assays?
KB-V1 MDR tox: -9%; TDP-43 yeast inh: -10%; KB-3-1 tox: -9%; GLP1R inv ag: inconclusive; HT1080 IDH1KD tx: 10%; SW480 rerep: -6%; HT1080-NT tox: 0%; HEK293 tox: 4%; GLP1R ag: -2%

Further compounds follow:
How did CS(=O)(=O)c1cccc(-c2nnc(NC(=O)C3=COCCO3)o2)c1 do in these assays?
KB-V1 MDR tox: 13%; TDP-43 yeast inh: -8%; KB-3-1 tox: 4%; GLP1R inv ag: 4%; HT1080 IDH1KD tx: 3%; SW480 rerep: -17%; HT1080-NT tox: 19%; HEK293 tox: -9%; GLP1R ag: -1%

How did CC(C)(C)NC(=O)CCN(/N=C/c1ccncc1)C1=NS(=O)(=O)c2ccccc21 do in these assays?
KB-V1 MDR tox: 3%; TDP-43 yeast inh: -2%; KB-3-1 tox: 1%; GLP1R inv ag: 25%; HT1080 IDH1KD tx: 6%; SW480 rerep: -8%; HT1080-NT tox: 0%; HEK293 tox: 13%; GLP1R ag: 8%

How did COc1c(C)cccc1C(=O)NCCCNC(=O)c1ccc(C)nc1 do in these assays?
KB-V1 MDR tox: -15%; TDP-43 yeast inh: 2%; KB-3-1 tox: 18%; GLP1R inv ag: 18%; HT1080 IDH1KD tx: 15%; SW480 rerep: -8%; HT1080-NT tox: 10%; HEK293 tox: -4%; GLP1R ag: 6%

Results for c1ccc(N2CCN(c3nc4ccccc4n4cnnc34)CC2)cc1 ?
KB-V1 MDR tox: inconclusive; TDP-43 yeast inh: 35µM*; KB-3-1 tox: -8%; GLP1R inv ag: 9%; HT1080 IDH1KD tx: 3%; SW480 rerep: -15%; HT1080-NT tox: 5%; HEK293 tox: -3%; GLP1R ag: -1%

Results for C=CCSC1=C(C#N)C(c2ccccc2C)CC(=O)N1 (configuration not stated) ?
KB-V1 MDR tox: -7%; TDP-43 yeast inh: -10%; KB-3-1 tox: -5%; GLP1R inv ag: -1%; HT1080 IDH1KD tx: -4%; SW480 rerep: -7%; HT1080-NT tox: -2%; HEK293 tox: -18%; GLP1R ag: -2%

How did Cc1ccc(CC(=O)O/N=C(\N)c2cccc([N+](=O)[O-])c2)cc1 do in these assays?
KB-V1 MDR tox: -10%; TDP-43 yeast inh: 27%; KB-3-1 tox: -14%; GLP1R inv ag: 20%; HT1080 IDH1KD tx: 3%; SW480 rerep: -9%; HT1080-NT tox: -2%; HEK293 tox: 23%; GLP1R ag: -2%

Results for CN(Cc1ccco1)C(=O)C1CCCN(c2ncnc3c2nc2n3CCCCC2)C1 (configuration not stated) ?
KB-V1 MDR tox: -8%; TDP-43 yeast inh: 17%; KB-3-1 tox: -2%; GLP1R inv ag: -15%; HT1080 IDH1KD tx: -9%; SW480 rerep: 4%; HT1080-NT tox: -1%; HEK293 tox: -15%; GLP1R ag: 20%

Results for CC(C)c1ccc2oc(=O)cc(CN3CCOCC3)c2c1 ?
KB-V1 MDR tox: -23%; TDP-43 yeast inh: -2%; KB-3-1 tox: -3%; GLP1R inv ag: 13%; HT1080 IDH1KD tx: -6%; SW480 rerep: 4%; HT1080-NT tox: -6%; HEK293 tox: 10%; GLP1R ag: 2%
